PfHsp40 yeast: compounds rescuing yeast from Plasmodium falciparum HSP40 toxicity | S. cerevisiae expressing PfHsp40, growth rescue, ATP luminescence | growth rescue, % at 12.5 µM | 340,000 compounds, 0.68% hits | AID 504582; in the data active = growth rescue above about 28%, passing the limit was not always enough;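 note: yeast W303a lacking pdr1 and pdr3 grown in galactose medium; growth measured after three days at 30 °C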
PrPC surface inh: inhibitors of human cell surface prion protein PrPC | P04156 | inhibition, % at 13.8 µM | TR-FRET read-out | 370,000 compounds, 0.43% hits; in the data active = inhibition above about 24%; note: 0% = median of the test wells and 100% = reference compound wells
Anthrax LF inh2: anthrax lethal factor protease inhibition; inhibition, % at 10 µM; 360,000 compounds, 0.12% hits; AID 588501; multiplex microsphere protease cleavage assay, LF; P15917; note: plate controls were buffer without enzyme for full effect and enzyme alone for no effect
BH1578 lux ind: quorum light induction in luxS cqsA deficient V. cholerae; V. cholerae BH1578 lux reporter, luminescence, 6 h; activation, % at 18.7 µM; 350,000 compounds, 0.16% hits; AID 588436; in the data active = activation mostly above about 9.7%, no sharp cut-off; note: not every result past the cut was called active; inactives centre near 0; reference of the scale not given here
SARS 3CLpro inh: SARS-CoV 3CLpro protease inhibition; AID 1706; recombinant SARS-CoV 3CLpro, quenched FRET peptide cleavage; inhibition, % at 6 µM; 290,000 compounds, 0.14% hits; P0C6X7; in the data active = inhibition above about 12%
Yp Topo-I inh: inhibitors of Yersinia pestis topoisomerase I; Y. pestis Topo-I cleavage product accumulation, plate reader; activity, % at 10 µM; 360,000 compounds, 0.064% hits; in the data active = activity above about 50%, passing the limit was not always enough; note: inactives centre near 2
TcdB GH inh: TcdB glycohydrolase inhibition. P18177. TcdB glycohydrolase enzymatic assay, plate reader. inhibition, % at 9.99 µM. 350,000 compounds, 0.24% hits. AID 652162; in the data active = inhibition above about 10%
BoNT A protease: BoNT A light chain protease inhibition; multiplex microsphere protease substrate cleavage, flow cytometry; inhibition, % at 10 µM; 360,000 compounds, 0.17% hits; note: plate controls were buffer without enzyme for full effect and enzyme alone for no effect
SSB-PriA inh: inhibitors of Klebsiella pneumoniae PriA binding to SSB C-terminal tail. AlphaScreen SSBct-PriA binding, biotinylated peptide. inhibition, % at 33 µM. 430,000 compounds, 0.6% hits. AID 1272365; in the data active = inhibition mostly above about 37%, no sharp cut-off; inactive = mostly below about 20%;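 note: plate controls were negative control peptide for no effect and reference peptide for full effect; strong numbers were not always called active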
* marks the source's active call; other numbers are inactive results; i = inactive; . = no result given; & = joins results of further samples. Cut-off read from the data, not from the text of the source, unless noted: active = inhibition above about 30%; inconclusive = no clear call, values can overlap the other calls; inactive = below that. Only part of the results is shown; rates above refer to the full screens.

The opening 5 entries, to show the layout:
SMILES	PfHsp40 yeast	PrPC surface inh	Anthrax LF inh2	BH1578 lux ind	SARS 3CLpro inh	Yp Topo-I inh	TcdB GH inh	BoNT A protease	SSB-PriA inh
CC1=C/C(=C/N(C)C)C(=O)O1	-0.5	3	-4	i	0	-1	-1.2	-0.3	-5
CCOC(=O)c1c(C)oc2c(CC(=O)c3ccccc3)c(Cl)c(O)c(O)c12	-0.5	0	-4	-0.4	1	7	.	-1.3	14
COC(=O)c1ccc2ccn(CC(=O)NC3CCCCC3)c2c1	0.3	-7	-2	i	3	10	.	-0.6	-5
CCN1CCN(C(=O)c2cc3c(-c4ccc(Cl)cc4)nn(C)c3s2)CC1	-1.6	1	-12	-0.6	1	17	-1.7	0.5	-19
CC(O)CNc1nc2c(c(=O)n(Cc3ccc(Br)cc3)c(=O)n2C)n1C (stereo unspecified)	0.4	-1	-2	-0.5	3	-2	-0.3	-0.9	8

The listing, previewed entries included:
SMILES	PfHsp40 yeast	PrPC surface inh	Anthrax LF inh2	BH1578 lux ind	SARS 3CLpro inh	Yp Topo-I inh	TcdB GH inh	BoNT A protease	SSB-PriA inh
CC1=C/C(=C/N(C)C)C(=O)O1	-0.5	3	-4	i	0	-1	-1.2	-0.3	-5
CCOC(=O)c1c(C)oc2c(CC(=O)c3ccccc3)c(Cl)c(O)c(O)c12	-0.5	0	-4	-0.4	1	7	.	-1.3	14
COC(=O)c1ccc2ccn(CC(=O)NC3CCCCC3)c2c1	0.3	-7	-2	i	3	10	.	-0.6	-5
CCN1CCN(C(=O)c2cc3c(-c4ccc(Cl)cc4)nn(C)c3s2)CC1	-1.6	1	-12	-0.6	1	17	-1.7	0.5	-19
CC(O)CNc1nc2c(c(=O)n(Cc3ccc(Br)cc3)c(=O)n2C)n1C (stereo unspecified)	0.4	-1	-2	-0.5	3	-2	-0.3	-0.9	8
COc1ccc(-c2noc(CSc3nc(N)c(-c4ccccc4)c(=O)[nH]3)n2)cc1	0.0	2	-3	i	-3	7	1.1	-0.8	-16
O=C(OCCN1CCCC1=O)c1cncc(Br)c1	-1.4	0	-2	-0.3	-1	-5	0.6	-0.1	10
CCCC(=O)N1CCN(c2ccc(NC(=O)c3sc4ccccc4c3Cl)cc2)CC1	1.5	3	-2	i	0	7	.	0.0	-14
COc1ccc(C2=CC(c3ccc4c(c3)OCO4)c3c(c4ccccc4oc3=O)O2)cc1OC (stereo unspecified)	-1.5	1	-6	i	.	10	-7.2	1.0	6
CCN(CC)S(=O)(=O)c1cccc(N=Nc2c(O)n(CC)c(=S)n(CC)c2=O)c1	1.4	3	-3	-0.3	-3	2	0.5	0.4	-9
COc1ccc(Nc2c3c(nc4c(-c5ccccc5)c(C)nn24)CCC3)cc1	1.2	4	1	-0.3	1	-2	.	-0.2	-21
COc1ccc(C/C(N)=N/OC(C)=O)cc1OC	-1.3	-2	0	-0.4	0	1	0.6	-0.5	.
CC(C)(C)NC(=O)C(=O)NN=C1CCCCCCC1	-0.9	1	-1	i	0	-14	1.3	-0.8	-3
O=C(NCc1ccc2c(c1)OCO2)C(=O)NCC1CCCO1 (stereo unspecified)	0.7	4	-7	i	-1	0	1.8	0.1	-15
COc1ccc(OCC(=O)Nc2cccc(-c3nc4ccccc4o3)c2)cc1	-1.1	-1	4	-0.3	1	-5	.	-1.5	-12
CC1=C(C(=O)N(C(C)C)C(C)C)CC(CC(=O)NCC2CCCCC2)C(=O)N1Cc1ccc(F)cc1 (stereo unspecified)	.	3	3	.	.	.	1.4	0.0	.
CN1CCN(S(=O)(=O)c2cccc(C(=O)Oc3cccc(Br)c3)c2)CC1	-0.7	-5	1	-0.9	.	2	0.9	-2.2	-8
COC(=O)c1cc(Br)c(=O)n(-c2ccccn2)c1	-1.0	7	-15	i	-4	-2	.	-2.4	-11
O=C(CCC(=O)N1CCOc2ccccc21)NCCCN1CCN(Cc2ccccc2)CC1	-0.8	-2	-11	-1.3	0	0	-0.2	-0.8	-4
COc1ccc(NC(=O)CSc2nnc(-c3cccs3)n2N)c(OC)c1	1.3	10	1	14	.	4	2.2	2.2	2
Cc1cccc(NC(=S)NC(=O)/C=C/c2ccco2)c1	4.8	4	-1	-0.8	-3	-17	0.0	-0.2	-13
CC(C)Cn1c(N)c(C(=O)COC(=O)c2cccn2C)c(=O)n(C)c1=O	-1.2	-7	9	i	.	6	0.3	0.8	1
CN(Cc1cccc(F)c1)C(=O)c1cc(S(=O)(=O)N2CCOCC2)ccc1N1CCCC1	-0.3	11	-10	-0.5	.	15	0.4	0.0	-6
CC(Oc1ccc(C(=O)NCCc2ccccc2)cc1)C(=O)O (stereo unspecified)	-0.2	-6	-1	2.8	1	4	.	0.4	-18
O=C1NN(c2cccc(Br)c2)C(=O)/C1=C\c1ccc(O)cc1	0.4	7	0	-8.3	1	1	-1.0	-0.3	-12
Cc1ccc(NC(=O)CCc2nnc3ccc(NCc4ccco4)nn23)cc1F	-0.2	-1	-2	-0.4	0	2	0.3	-0.9	-8
Cn1cc(C(=O)N/N=C/c2ccc3c(c2)OCO3)c2ccccc21	-0.4	12	.	-0.2	-6	-3	0.4	.	i
C=CCNC(=O)c1onc(CSc2ccccc2C)c1C(=O)O	-1.4	-1	2	i	4	-5	5.9	0.2	-12
O=C(O)c1ccc2cc[nH]c2c1	0.9	0	0	.	-3	-1	.	0.0	-7&-12
NC(=S)NN=Cc1ccc(-c2ccc(S(=O)(=O)Nc3ncccn3)cc2)o1	-1.4	-9	1	.	.	-8	-1.9	1.1	-4
CCCC(C)C(=O)NCc1ccccc1OC (stereo unspecified)	0.3	-6	2	i	-4	3	.	0.1	-16
CC(=O)c1cccc(NC(=O)CCNS(=O)(=O)c2cccc(C(C)=O)c2)c1	-0.7	10	0	-0.2	2	-7	.	-0.6	-6
O=C(c1ccc(N2CCC3(CC2)OCCO3)c([N+](=O)[O-])c1)N1CCOCC1	-1.3	-8	6	-0.3	3	2	0.5	-0.5	-9
Cn1ncc2c(Nc3ccccc3Cl)nc(Cl)nc21	-0.6	0	-22	-0.9	-4	4	0.4	3.0	7
O=C(Nc1cccn2ncnc12)C(Cl)Cl	-1.4	2	-1	0.4	2	5	.	-0.9	-14
Cc1cc(C)n2c(SCC(=O)Nc3ccccc3C#N)nnc2n1	0.6	-4	-11	i	.	-1	0.0	-0.8	-6
CC(C)(C)NC(=O)C(c1c[nH]c2ccccc12)N(C(=O)Cn1nnc(-c2ccc(F)cc2)n1)c1cccc(O)c1 (stereo unspecified)	1.0	5	1	-0.3	2	-3	0.6	0.0	23
O=C(Cn1c(=S)[nH]c2ccccc21)c1ccccc1	-0.5	3	-3	-0.6	9	-2	.	-0.8	-14
COc1ccccc1N1CCN(/N=C/C(Cl)=C/c2ccccc2)CC1	0.6	1	.	-0.3	3	10	1.1	.	i
O=C(CCn1cnc2ccccc2c1=O)Nc1cccc(Cl)c1Cl	-0.3	-1	-1	-0.3	3	-8	-0.4	0.1	-10
O=C(O)c1cccc(-n2nnnc2SCc2ccccc2Cl)c1	0.8	2	-1	-0.5	6	3	0.0	0.0	2
COc1ccc(C(=O)COC(=O)CN2C(=O)C3C4CCC(C4)C3C2=O)cc1 (stereo unspecified)	-0.3	10	2	-0.6	1	10	1.4	-2.6	-9
N/C(=N\OC(=O)c1cc(Cl)ccc1Cl)c1ccncc1	-1.0	-2	0	i	2	7	0.2	-0.9	.
COc1ccc(C(=O)NCCc2c[nH]c3ccccc23)cc1[N+](=O)[O-]	0.6	-10	-19	-0.6	-5	-1	-0.6	0.9	1
C/C(CC(=O)NCc1ccccc1Cl)=N/NC(=O)c1ccccn1	0.2	-4	4	-0.3	2	-6	-0.3	2.1	.
COc1ccc(-c2cc(-c3ccccc3O)[nH]n2)cc1	23	0	-3	i	5	-8	.	-0.8	-21
COc1ccccc1NC(=O)c1nnn(CC(=O)Nc2ccccc2)c1N	-0.7	-4	-3	i	-8	-1	.	-0.1	-18
Cc1nc(SCC(=O)O)c2oc3ccccc3c2n1	-1.4	-2	-9	0.1	-1	8	.	-0.4	-14
O=C(Nc1cccc(S(=O)(=O)N2CCOCC2)c1)c1ccc2ccccc2n1	0.3	-1	4	-0.6	2	16	0.2	0.3	-13
O=C(NCC1CCCN1S(=O)(=O)c1cccs1)c1ccc([N+](=O)[O-])cc1 (stereo unspecified)	0.6	-24	6	-5.3	.	-6	-2.3	0.3	6&6
CCN(C(=O)Cn1c(=O)oc2ccccc21)C1CCS(=O)(=O)C1 (stereo unspecified)	-1.2	11	2	i	-4	-3	.	0.2	-5
CCOc1ccc(N2CC(=O)N(c3ccc(OCC)cc3)CC2=O)cc1	-0.4	-2	-1	3.1	2	7	.	1.2	-2
CCOc1ccc(CN(C)C(=O)c2ccc(NS(=O)(=O)c3ccc4[nH]c(=O)[nH]c4c3)cc2)cc1	0.3	-5	1	-1.4	.	16	0.9	-1.2	-4
COc1ccc(N2CCN(C(=O)c3ccc(-n4nc(C)cc4C)cc3)CC2)cc1	0.0	2	-3	-2.2	2	2	.	-3.6	1&0
O=C(NC(=S)NC1CCCc2ccccc21)c1ccc(F)cc1 (stereo unspecified)	0.5	11	-2	-0.3	7	4	-0.6	1.0	-12
Cc1ccc(CCN2CC(C(=O)NCCCN3CCCCCC3)CC2=O)cc1 (stereo unspecified)	0.9	6	-3	i	1	6	.	-0.9	9
O=C(CN1C(=O)CSc2ccc(S(=O)(=O)N3CCOCC3)cc21)NCCCN1CCc2ccccc2C1	2.3	3	-4	-0.6	-1	7	0.9	0.7	-2
N#Cc1ccc(CSc2nc(N)cc(=O)[nH]2)cc1	-0.4	6	-8	i	-1	-3	0.1	-9.8	-7
O=C(Nc1ccc(S(=O)(=O)NCc2ccco2)cc1)c1ccncc1	2.3	2	0	0.4	3	0	.	0.2	-15
O=C(O)CSc1nnc(SCc2cccc3ccccc23)s1	0.4	-1	3	-0.4	9	1	.	0.9	-13
Further structures
SMILES	PfHsp40 yeast	PrPC surface inh	Anthrax LF inh2	BH1578 lux ind	SARS 3CLpro inh	Yp Topo-I inh	TcdB GH inh	BoNT A protease	SSB-PriA inh
Cc1ccc(O)c(NC(=O)c2noc(C(C)C)c2[N+](=O)[O-])c1	0.0	-1	-6	i	4	-2	-1.8	-0.4	1
CC(C)=C1SC(N2CCN(c3cccc(C)c3)CC2)=NC1=O	-0.6	-1	4	i	-2	2	1.0	0.5	-7
CCc1c(C)sc2nc(C(C)C)nc(SCC(=O)N3CCc4ccccc4C3)c12	.	-2	.	.	-1	.	0.9	.	-1
CN1C(=O)CC(N2CCN(CCN=CC3=C(O)CC(C)(C)CC3=O)CC2)C1=O (stereo unspecified)	-0.8	-1	2	0.7	-3	-8	.	1.6	11
Cc1ccc(NC(=O)CN2CCc3ccccc3C2)cc1	0.2	3	-3	-0.3	-3	5	.	-0.8	-14
C=CCN1C2CCCC1CC(NC(=O)Nc1cccc(C(C)=O)c1)C2 (stereo unspecified)	0.8	1	14	-1.3	0	-2	.	0.7	-10
COc1ccc(-c2cc(-c3n[nH]c(=S)n3-c3ccccc3OC)[nH]n2)cc1	1.1	-5	-3	-0.3	8	0	.	-0.4	2
CCOC(=O)C1CCCCN1Cc1ccc(F)c(Br)c1 (stereo unspecified)	0.2	11	-18	.	-1	10	.	2.4	-29
Oc1ccccc1-c1nc(NCc2cccnc2)c2ccccc2n1	2.6	10	-7	i	-1	3	0.0	0.7	2
Cc1ccc(NC(=O)c2ccc(NC(=O)C3CCCCC3C(=O)O)cc2)cc1 (stereo unspecified)	0.6	0	0	i	2	-7	0.3	1.7	-6
C=CCNC(=S)NNC(=O)c1ccco1	-0.1	0	-5	-0.3	-1	7	2.0	-0.5	9
Cc1ccc(NC(=O)c2cc(C)n(-c3cccc(C)c3)c2C)cc1	0.0	11	1	i	-1	-3	.	-3.4	3
Cn1nc(CC(=O)Nc2cccc3ncccc23)c2ccccc2c1=O	-0.2	3	-1	i	-3	0	.	-0.9	7
CCCOc1ccc(CSc2nnc(CCC)n2N)cc1	-1.3	7	-4	-0.5	1	-2	.	-0.3	-7
O=[N+]([O-])c1ccc(S(=O)(=O)N2CCSC2c2ccco2)cc1 (stereo unspecified)	0.7	-29	-3	0.4	1	-12	1.2	-1.2	7
